Efflux pump inh: inhibitors of Candida efflux pumps in yeast, primary screen, S. cerevisiae, Nile Red, multiplex | S. cerevisiae Candida pump triplex | inhibition, % at 10 µM | 330,000 compounds, 0.44% hits | AID 485275, 2010;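 active = plate passing quality check with inhibition over a set limit, or well fluorescence over plate mean plus 4 SD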;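 also: Nile Red retained in pooled yeast measured as flow cytometry median fluorescence; 0% = buffer negative control and 100% = Enniatin B positive control; higher means more Nile Red kept so more efflux inhibition; some compounds called inactive have numbers as strong as hits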
CR mimetic SO: reduction of superoxide in aged yeast, primary screen, HTS. S. cerevisiae aged cells, superoxide DHE fluorescence; active compounds read low. superoxide response (% of plate mean), % at 10 µM. 330,000 compounds, 0.18% hits. AID 2690, 2010;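 active = superoxide response under a set limit, about three screen SD below normal, cut at about 65% in these data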;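 also: yeast aged for seven days with compound at 30 °C before DHE staining; 100% = average MFI of all compound-treated wells on the plate with controls excluded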
AGP1 TOR yeast: modulators of AGP1-GFP expression in yeast TOR pathway, primary screen, cell-based, multiplex flow cytometry, S. cerevisiae, MLPCN library. 3 h; GFP as percent of DMSO wells. GFP response vs DMSO, % at 10 µM. 320,000 compounds, 0.02% hits;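 active = GFP response relative to DMSO above a set limit, near screen average plus 3 SD, cut at about 150% in these data; inconclusive = fewer than 70 cells counted for the yeast strain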;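 also: median GFP channel fluorescence of the gated AGP1 strain per well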
CIT2-GFP yeast: modulators of CIT2-GFP expression in yeast, primary screen, S. cerevisiae, GFP fusion, multiplex flow cytometry, MLPCN library | S. cerevisiae CIT2-GFP strain, 3 h; 100 means same as DMSO wells | GFP response vs DMSO, % at 10 µM | 320,000 compounds, 0.065% hits;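 active = GFP response relative to DMSO above a set limit, near the screen mean plus 3 SD, cut at about 150% in these data; inconclusive = Fewer than 70 cells measured for a yeast strain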;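 also: ratio of well median GFP fluorescence to mean of DMSO wells on the plate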
AHR act: AHR activators, primary screen, cell-based, luminescence, luciferase reporter, human | Aryl hydrocarbon receptor (Homo sapiens), P35869 | AHR-responsive luciferase reporter cells | activation, % at 5 µM | 320,000 compounds, 2.5% hits | AID 2796, 2010; in the data active = activation above about 47%;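 also: 0% = vehicle wells and 100% = reference agonist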
Target sequence (P35869 whole entry, looked up): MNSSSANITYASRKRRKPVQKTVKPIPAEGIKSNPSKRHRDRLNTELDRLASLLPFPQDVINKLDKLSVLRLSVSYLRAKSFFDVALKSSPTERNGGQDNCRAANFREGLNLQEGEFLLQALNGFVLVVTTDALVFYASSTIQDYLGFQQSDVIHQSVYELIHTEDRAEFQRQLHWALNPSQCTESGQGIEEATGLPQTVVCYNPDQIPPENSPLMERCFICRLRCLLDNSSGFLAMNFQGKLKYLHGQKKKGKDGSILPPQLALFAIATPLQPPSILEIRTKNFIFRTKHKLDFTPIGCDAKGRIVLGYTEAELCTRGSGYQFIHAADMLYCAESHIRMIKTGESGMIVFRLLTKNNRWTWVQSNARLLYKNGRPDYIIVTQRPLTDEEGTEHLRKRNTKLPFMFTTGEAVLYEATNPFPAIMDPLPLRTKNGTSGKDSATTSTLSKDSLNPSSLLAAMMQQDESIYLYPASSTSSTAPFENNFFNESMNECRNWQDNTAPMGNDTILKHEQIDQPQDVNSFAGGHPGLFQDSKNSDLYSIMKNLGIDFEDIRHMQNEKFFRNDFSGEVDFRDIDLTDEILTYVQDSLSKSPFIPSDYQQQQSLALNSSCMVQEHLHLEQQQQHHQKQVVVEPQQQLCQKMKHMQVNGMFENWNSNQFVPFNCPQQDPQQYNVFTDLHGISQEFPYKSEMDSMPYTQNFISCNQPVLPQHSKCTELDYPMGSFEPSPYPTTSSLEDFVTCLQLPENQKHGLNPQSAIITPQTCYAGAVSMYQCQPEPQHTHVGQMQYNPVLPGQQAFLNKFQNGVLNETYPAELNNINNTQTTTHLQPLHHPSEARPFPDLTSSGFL
MEP2-GFP yeast: modulators of MEP2-GFP levels in yeast, primary screen, S. cerevisiae, multiplex flow cytometry, MLPCN library | S. cerevisiae MEP2-GFP strain, 3 h; 100% = DMSO control level | GFP response vs DMSO, % at 10 µM | 330,000 compounds, 0.51% hits | AID 2016, 2009;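 active = GFP response versus DMSO above a set limit, roughly screen mean plus 3 SD, cut at about 180% in these data; inconclusive = fewer than 70 cells counted for a yeast strain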;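 also: median GFP fluorescence of the barcode-gated MEP2-GFP cells per well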
RPL19A-GFP yeast: RPL19A-GFP expression modulators in yeast, primary screen, cell-based, S. cerevisiae, multiplex flow cytometry, MLPCN; S. cerevisiae RPL19A-GFP strain, 3 h; active compounds read low; percent response vs DMSO, % at 10 µM; 330,000 compounds, 0.3% hits; AID 2025, 2009;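 active = percent response vs DMSO below 50%; inconclusive = fewer than 70 events counted for the yeast strain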;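 also: median channel GFP fluorescence of the barcoded RPL19A-GFP strain; ratio of sample median GFP to plate DMSO average so 100% = DMSO; lower means less RPL19A-GFP as with rapamycin TOR inhibition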
LAP4 TOR yeast: modulators of LAP4-GFP expression in yeast, primary screen, S. cerevisiae, multiplex flow cytometry, MLPCN library | 3 h; median GFP as percent of DMSO wells | AID 2023, 2009 | 320,000 compounds, 0.34% hits | GFP response vs DMSO, % at 10 µM;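 active = GFP response vs DMSO above a set limit, about the screen mean plus 3 SD, cut at about 150% in these data; inconclusive = under 70 cell events counted for the yeast strain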
* hit, by the source's call; i = inactive; ? = inconclusive; . = no result given; [ ] = another dose, or the depositor's remark.

SMILES | Efflux pump inh | CR mimetic SO | AGP1 TOR yeast | CIT2-GFP yeast | AHR act | MEP2-GFP yeast | RPL19A-GFP yeast | LAP4 TOR yeast
CC1CCC2CCCCC2N1C(=O)c1cc([N+](=O)[O-])cc([N+](=O)[O-])c1 (stereo not drawn) | 0.0 | 102 | 92 | 92 | 2 | 114 | 92 | 104
Cc1cccc(N2CCN(C(=O)NCc3ccc(Cl)cc3)CC2)c1 | 0.1 | 94 | 99 | . | -6 | 108 | 104 | 104
Cc1ccc(C(=O)NCC(=O)NC2CC2)cc1 | 0.0 | 84 | 92 | 91 | 2 | 105 | 99 | 97
CCCC(=O)N(CCN(Cc1ccccc1)C(=O)CCC)Cc1ccccc1 | 0.0 | 88 | 100 | 100 | -4 | 103 | 99 | 100
COc1ccccc1CNC(=O)C1CCC(CNS(=O)(=O)c2ccc(NC(C)=O)cc2)CC1 (stereo not drawn) | 0.0 | 101 | 107 | 111 | 0 | 106 | 104 | 98
CNC(=O)/C(C#N)=C/c1c(N2CCN(c3ccccc3)CC2)nc2c(C)cccn2c1=O | 0.0 | 98 | 97 | 92 | 49* | 99 | 88 | .
CCc1cccc(NC(=O)c2cccc3c2C(=O)N(C2CCCCC2)C3)c1 | 0.8 | 103 | 108 | 105 | 4 | 97 | 100 | 101
COC(=O)C1=C(C(=O)OC)[C@@H]2N(Cc3ccccc3)c3ccccc3[C@@]23C[C@@H](C(=O)OC)N(C(=O)c2ccc(Br)cc2)C3=N1 | 0.1 | 88 | 109 | 101 | 3 | 113 | 94 | 111
Cc1noc(NS(=O)(=O)c2ccc(N/C=C/C(=O)c3ccccc3)cc2)c1C | 0.1 | 87 | 87 | 82 | -6 | 101 | 91 | 96
O=C1c2ccc3c4c(ccc(c24)C(=O)N1NC(=O)C(F)(F)F)CC3 | 0.0 | 107 | 95 | 100 | 1 | 96 | 99 | 101
CC1CCCCN1C(=O)CN1C(=O)CSc2ccc(S(=O)(=O)N3CCOCC3)cc21 (stereo not drawn) | 0.1 | 88 | 101 | 97 | 1 | 95 | 99 | 102
CC(C)(C)n1ncc2c(=O)n(Cc3ccccc3Br)cnc21 | 0.2 | 101 | 93 | 90 | 3 | 98 | 95 | 91
CCC(=NC)C1=C(O)CC(c2ccccc2)CC1=O (stereo not drawn) | -0.1 | 106 | 99 | 99 | 3 | 100 | 101 | 91
COC(=O)c1sc2cc(C(F)(F)F)cnc2c1-c1ccccn1 | 0.0 | 93 | 94 | 95 | -1 | 95 | 92 | 91
CCC1(c2ccccc2)NC(=O)N(CC(=O)Nc2ccc3c(C)cc(=O)oc3c2)C1=O (stereo not drawn) | 0.0 | 109 | 105 | 103 | 0 | 103 | 100 | 112
CSc1ccccc1NC(=O)CN(c1cc(C)cc(C)c1)S(C)(=O)=O | 0.0 | 98 | 97 | 102 | 12 | 96 | 96 | 96
CCc1ccc(NC(=O)C(C)OC(=O)C2CCN(c3ccc(C(F)(F)F)cn3)CC2)cc1 (stereo not drawn) | 0.0 | 105 | 103 | 102 | -3 | 104 | 96 | 99
O=C(CSc1nc(-c2ccco2)cc(C(F)(F)F)n1)NCCN1CCOCC1 | 0.0 | 106 | 96 | 102 | 0 | 99 | 100 | 88
CN1CCN(C2=C(NS(=O)(=O)c3cccs3)C(=O)c3ccccc3C2=O)CC1 | 0.0 | 121 | 104 | 99 | -3 | 102 | 102 | 107
CCOC(=O)c1c(C)oc2c1c(CN1CCN(C(=O)OCC)CC1)c(O)c1ccccc12 | 0.0 | 109 | 105 | 97 | 50* | 111 | 107 | 108
O=C1Nc2ccccc2/C1=C/c1ccnc2ccccc12 | -0.1 | 108 | 78 | 80 | 8 | 107 | 99 | 99
COc1ccc(CCNC(=O)C(C(=O)c2ccccc2)n2cc(Cl)ccc2=O)cc1OC (stereo not drawn) | 0.0 | 111 | 98 | 98 | 5 | 104 | 101 | 92
O=C(CSc1nc2ccccc2n1S(=O)(=O)c1ccccc1)N1CCCC1 | -0.2 | 106 | 106 | 110 | -1 | 105 | 106 | 99
O=C(Nc1ccc(Oc2cccnc2)cc1)C1CCCCN1Cc1ccc(CO)o1 (stereo not drawn) | 0.1 | 103 | 97 | 97 | 11 | 84 | 106 | 70
Cc1cc(=O)[nH]c(SCC(=O)NC2CCCc3ccccc32)n1 (stereo not drawn) | -0.1 | 93 | 98 | 104 | -3 | 100 | 105 | 99
Cc1nn(CCCC(=O)NCCc2ccc(Cl)cc2)c(=O)c2nn(-c3ccccc3)c(C)c12 | 0.6 | i | 102 | 98 | 0 | 103 | 99 | 101
Cc1cccc(NC(=O)C2(C)CC3c4ccccc4C2c2ccccc23)c1C (stereo not drawn) | 0.0 | 90 | 104 | 116 | 2 | 103 | 116 | 85
O=C(COc1ccc(Cl)cc1)N1CCN(c2ccc([N+](=O)[O-])c(N3CCCCC3)c2)CC1 | -0.1 | 135 | 98 | 91 | -1 | 96 | 96 | 98
NC(=O)CC[C@H](NC(=O)c1ccc(F)cc1)C(=O)OCC(=O)Nc1ccc(N2CCOCC2)cc1 | 0.0 | 94 | 104 | 106 | 3 | 105 | 109 | 95
Clc1ccc(-c2nn3cnnc3s2)c(Cl)c1 | -0.2 | 96 | ? | ? | -7 | 300*[may fluoresce violet] | 45*[may fluoresce violet] | 79[may fluoresce violet]
O=C(NCCN1CCCCC1)Nc1ccc(Br)cc1 | 0.0 | 100 | 89 | 99 | 1 | 107 | 97 | 99
O=C(/C=C/c1cccs1)c1ccc(Br)cc1 | 0.0 | 92 | 93 | 98 | -6 | 100 | 98 | 97
COc1ccc2nc(NNC(=O)COc3ccccc3)sc2c1 | -0.1 | 91 | 102 | 101 | 72* | 104 | 99 | 96
Cc1cccc2cc(CN(Cc3cccs3)C(=S)NCc3ccco3)c(=O)[nH]c12 | 0.5 | 115 | 99 | 94 | 8 | 103 | 102 | 100
CC(=O)c1ccc(NC(=O)c2ccc(S(=O)(=O)N3CCCC3)cc2)cc1 | 0.1 | 113 | 94 | 98 | 4 | 99 | 97 | 97
Cc1ccc(CN2CCN(CC(=O)N3CCC(C(N)=O)CC3)C2=O)cc1 | 0.1 | 98 | 100 | 95 | -2 | 109 | 97 | 101

12 structures already listed, arranged by molar mass, smallest number first:
SMILES | Efflux pump inh | CR mimetic SO | AGP1 TOR yeast | CIT2-GFP yeast | AHR act | MEP2-GFP yeast | RPL19A-GFP yeast | LAP4 TOR yeast
Clc1ccc(-c2nn3cnnc3s2)c(Cl)c1 | -0.2 | 96 | ? | ? | -7 | 300*[may fluoresce violet] | 45*[may fluoresce violet] | 79[may fluoresce violet]
O=C(/C=C/c1cccs1)c1ccc(Br)cc1 | 0.0 | 92 | 93 | 98 | -6 | 100 | 98 | 97
O=C(NCCN1CCCCC1)Nc1ccc(Br)cc1 | 0.0 | 100 | 89 | 99 | 1 | 107 | 97 | 99
Cc1ccc(CN2CCN(CC(=O)N3CCC(C(N)=O)CC3)C2=O)cc1 | 0.1 | 98 | 100 | 95 | -2 | 109 | 97 | 101
Cc1cccc(NC(=O)C2(C)CC3c4ccccc4C2c2ccccc23)c1C (stereo not drawn) | 0.0 | 90 | 104 | 116 | 2 | 103 | 116 | 85
CC(=O)c1ccc(NC(=O)c2ccc(S(=O)(=O)N3CCCC3)cc2)cc1 | 0.1 | 113 | 94 | 98 | 4 | 99 | 97 | 97
O=C(CSc1nc2ccccc2n1S(=O)(=O)c1ccccc1)N1CCCC1 | -0.2 | 106 | 106 | 110 | -1 | 105 | 106 | 99
Cc1cccc2cc(CN(Cc3cccs3)C(=S)NCc3ccco3)c(=O)[nH]c12 | 0.5 | 115 | 99 | 94 | 8 | 103 | 102 | 100
COc1ccc(CCNC(=O)C(C(=O)c2ccccc2)n2cc(Cl)ccc2=O)cc1OC (stereo not drawn) | 0.0 | 111 | 98 | 98 | 5 | 104 | 101 | 92
O=C(COc1ccc(Cl)cc1)N1CCN(c2ccc([N+](=O)[O-])c(N3CCCCC3)c2)CC1 | -0.1 | 135 | 98 | 91 | -1 | 96 | 96 | 98
Cc1nn(CCCC(=O)NCCc2ccc(Cl)cc2)c(=O)c2nn(-c3ccccc3)c(C)c12 | 0.6 | i | 102 | 98 | 0 | 103 | 99 | 101
NC(=O)CC[C@H](NC(=O)c1ccc(F)cc1)C(=O)OCC(=O)Nc1ccc(N2CCOCC2)cc1 | 0.0 | 94 | 104 | 106 | 3 | 105 | 109 | 95

(more compounds)
SMILES | Efflux pump inh | CR mimetic SO | AGP1 TOR yeast | CIT2-GFP yeast | AHR act | MEP2-GFP yeast | RPL19A-GFP yeast | LAP4 TOR yeast
Cc1c(C(=O)NCCc2ccccc2)oc2ccc(S(=O)(=O)N3CCOCC3)cc12 | 0.4 | 98 | 95 | 98 | 5 | 105 | 96 | 99
O=C(CSc1nc2ccccc2nc1SCC(=O)N1CCCCC1)N1CCCCC1 | 0.1 | 112 | 98 | 93 | -2 | 93 | 94 | 106
O=C(N/N=C/c1cc(Br)cc(Br)c1O)c1cccc(N2CCCC2=O)c1 | -0.1 | 104 | 89 | 81 | 5 | 91 | 98 | 82
COc1ccc(/C=N/NC(=O)c2cccnc2)cc1CN1CCc2cc(OC)c(OC)cc2C1C (stereo not drawn) | -0.2 | 95 | 108 | 105 | 4 | 97 | 99 | 105
COC(=O)C(Cc1ccc(O)cc1)NC(=O)NC12CC3CC(CC(C3)C1)C2 (stereo not drawn) | 0.0 | 93 | 104 | 99 | 2 | 105 | 100 | 102
Cc1ccc(CNC(=O)c2c(-c3ccccc3)sc3ccccc23)o1 | -0.1 | 91 | 92 | 96 | 6 | 96 | 94 | 98
O=C(CO/N=C/c1ccc(OC(F)F)cc1)NC1CCCCCC1 | 0.1 | 106 | 91 | 95 | 4 | 91 | 90 | 81
COc1cccc(NC(=S)NC2CC3CCCC(C2)N3CC(C)C)c1 (stereo not drawn) | 0.1 | 110 | 101 | 98 | 0 | 97 | 98 | 98
COc1ccc(OCC(O)COc2ccc(C(=O)O)cc2)cc1 (stereo not drawn) | -0.1 | 108 | 106 | 113 | 1 | 105 | 106 | 102
COc1ccc(-c2nc3c(-c4ccc(F)cc4)cnn3cc2C)cc1F | 0.0 | 104 | 98 | 91 | -1 | 96 | 100 | 102
O=S(=O)(Nc1ccc(F)cc1)c1ccc(S(=O)(=O)N2CCOCC2)cc1 | -0.1 | 92 | 95 | 98 | 9 | 97 | 96 | 96
C[C@H]1C[C@@H]2[C@H]([C@@H](O)C[C@@]3(C)[C@H]2CC[C@]3(O)C(=O)CO)[C@@]2(C)C=CC(=O)C=C12 | 0.0 | 97 | 86 | 84 | 11 | 94 | 94 | 96
OCc1cc(Br)ccc1OCc1nc2ccccc2s1 | -0.2 | 90 | 106 | 108 | 48* | 114 | 108 | 118
COc1cc(NC(=O)CSc2nnc3c(C)cc4cc(C)cc(C)c4n23)c(C(=O)O)cc1OC | -0.1 | 103 | 105 | 109 | 0 | 104 | 103 | 104
Cc1cc(C)n(C(C)n2nc(C)cc2C)n1 | 0.1 | 98 | 103 | 122 | 1 | 101 | 101 | 95
O=C(COC(=O)C1CC2C=CC1C2)Nc1ccc([N+](=O)[O-])cc1 (stereo not drawn) | 0.1 | 111 | 97 | 95 | 0 | 104 | 97 | 100
